# Screens: PubChem, several laboratories
# Bim-Bcl-W – inhibitors of Bim binding to Bcl-W, primary screen, biochemical, multiplexed, bead-based flow cytometry; 0.02% of 190,000 active; Bim peptide-Bcl-W binding; Bcl-2-like protein 2 (Homo sapiens), Q92843; inhibition, % at 10 µM; AID 952, 2007;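 also: 0% = bound tracer without compound and 100% = peptide blocker; higher means less fluorescent Bim peptide bound to Bcl-W beads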
# GSH fluor – compound fluorescence on glutathione beads, profiling panel, artefact control, biophysical, 488/530 nm, flow cytometry; GSH beads flow cytometry, compound fluorescence 488/530 nm; active compounds read high; fluorescence (KMESF) at 10 µM; 0.25% of 190,000 active; in the data active = fluorescence above about 89;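 also: glutathione beads carrying GST-tagged Bcl family fusion proteins plus one bare bead set; values are compound well signal with DMSO vehicle wells as background; inactives centre near 16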
# RGS4-Gao reg – modulators of RGS4 binding to Galphao, primary screen, biochemical, multiplexed bead flow cytometry | binding response (% of control), % at 10 µM | Guanine nucleotide-binding protein G(o) subunit alpha (Homo sapiens), P09471 | 0.33% of 220,000 active | actives lie on both sides | AID 1415, 2008; in the data active = binding response below about 49% or above about 150%; inactive = in between;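 also: fluorescent Galphao activated with aluminum fluoride binding bead-coupled RGS4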
# Mcl1 Bid PPI – Mcl-1/Bid binding inhibitors, primary screen, biochemical, TR-FRET, 1536-well | Induced myeloid leukemia cell differentiation protein Mcl-1 (Homo sapiens), Q07820 | TR-FRET Mcl-1/Bid-Dy647 peptide binding | inhibition, % at 21.7 µM | 0.97% of 220,000 active;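 active = compounds that cut the binding signal by more than half at the single screening dose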;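 also: His-tagged Mcl-1 with europium anti-His antibody binding Bid BH3 peptide; 0% = Mcl-1 plus peptide wells and 100% = peptide-only wells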
# Target sequence (Q07820 whole entry, looked up): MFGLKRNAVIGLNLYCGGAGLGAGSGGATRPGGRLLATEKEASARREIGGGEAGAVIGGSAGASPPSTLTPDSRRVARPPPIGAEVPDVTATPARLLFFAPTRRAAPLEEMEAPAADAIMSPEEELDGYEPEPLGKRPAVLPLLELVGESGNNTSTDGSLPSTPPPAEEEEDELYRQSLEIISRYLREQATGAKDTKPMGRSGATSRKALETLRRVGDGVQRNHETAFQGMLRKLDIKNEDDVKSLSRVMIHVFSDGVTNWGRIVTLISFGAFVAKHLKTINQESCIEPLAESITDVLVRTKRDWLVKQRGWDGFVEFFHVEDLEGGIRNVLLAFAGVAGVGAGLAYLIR
# Bcl-2 Bim block – inhibitors of Bim-Bcl-2 binding, primary screen, biochemical, multiplexed, human Bcl-2 family; Apoptosis regulator Bcl-2 (Homo sapiens), P10415; Bead-based flow cytometry, Bim peptide-Bcl-2 binding; inhibition, % at 10 µM; 0.06% of 190,000 active; AID 950, 2007; in the data active = inhibition above about 40%; inconclusive = no clear call, values can overlap the other calls;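 also: 0% = no compound wells with probe peptide and 100% = reference peptide inhibitor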
# Target sequence (P10415 whole entry, looked up): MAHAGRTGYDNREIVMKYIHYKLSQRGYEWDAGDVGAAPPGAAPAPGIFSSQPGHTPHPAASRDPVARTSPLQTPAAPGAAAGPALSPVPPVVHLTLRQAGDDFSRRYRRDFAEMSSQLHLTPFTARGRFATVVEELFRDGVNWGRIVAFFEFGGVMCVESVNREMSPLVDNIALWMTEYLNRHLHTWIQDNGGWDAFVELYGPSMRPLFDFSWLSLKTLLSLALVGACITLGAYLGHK
# Mcl-1 Bim block – inhibitors of Bim peptide binding to Mcl-1, primary screen, biochemical, bead-based flow cytometry, multiplex | Bim peptide-Mcl-1 binding | inhibition, % at 10 µM | Induced myeloid leukemia cell differentiation protein Mcl-1 (Homo sapiens), Q07820 | AID 1009, 2008 | 0.1% of 190,000 active;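 also: 0% = no compound tracer wells and 100% = peptide blocker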
# RGS8-Gao reg – RGS8-Galphao binding modulators, primary screen, biochemical, multiplexed bead flow cytometry; 0.34% of 220,000 active; response (percent of control binding), % at 10 µM; Guanine nucleotide-binding protein G(o) subunit alpha (Homo sapiens), P09471; AID 1423, 2008; actives lie on both sides; in the data active = response below about 60% or above about 140%; inactive = in between;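 also: Galphao activated as the GDP aluminium fluoride complex binding bead-coupled RGS8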
# Bim-Bcl-XL – inhibitors of Bim-Bcl-XL binding, primary screen, biochemical, multiplexed, bead flow cytometry, human Bcl-XL | inhibition, % at 10 µM | Bcl-2-like protein 1 (Homo sapiens), Q07817 | 0.04% of 190,000 active | Bim peptide-Bcl-XL binding, fluorescence
# Target sequence (Q07817 whole entry, looked up): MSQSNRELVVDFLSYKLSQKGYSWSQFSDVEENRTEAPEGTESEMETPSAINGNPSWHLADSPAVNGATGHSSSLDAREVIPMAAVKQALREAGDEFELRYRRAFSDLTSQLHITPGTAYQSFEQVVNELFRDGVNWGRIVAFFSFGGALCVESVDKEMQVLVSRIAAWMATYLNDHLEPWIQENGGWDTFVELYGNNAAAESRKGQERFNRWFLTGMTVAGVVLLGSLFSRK
# Bim-Bfl-1 – inhibitors of Bim binding to Bfl-1, primary screen, biochemical, multiplexed, bead-based flow cytometry | Bim-Bfl-1 binding inhibition | inhibition, % at 10 µM | Bcl-2-related protein A1 (Homo sapiens), Q16548 | 0.12% of 190,000 active;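 also: 0% = wells without compound plus tracer and 100% = blocker peptide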
# Bcl-B Bim block – inhibitors of Bim-Bcl-B binding, primary screen, biochemical, multiplexed, human Bcl-2 family. Bcl-2-like protein 10 (Homo sapiens), Q9HD36. bead-based flow cytometry, Bim peptide-Bcl-B binding. inhibition, % at 10 µM. 0.073% of 190,000 active. AID 951, 2007;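 also: 0% = tracer peptide without compound and 100% = reference inhibitor peptide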
# Target sequence (Q9HD36 whole entry, looked up): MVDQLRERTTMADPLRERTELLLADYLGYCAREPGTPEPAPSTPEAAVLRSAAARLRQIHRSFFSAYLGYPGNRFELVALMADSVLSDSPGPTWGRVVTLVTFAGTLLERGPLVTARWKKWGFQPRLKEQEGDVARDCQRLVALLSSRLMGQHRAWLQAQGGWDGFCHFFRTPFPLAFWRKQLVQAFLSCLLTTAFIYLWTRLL
# RGS7-Gao reg – RGS7-Galphao binding modulators, primary screen, biochemical, multiplexed bead flow cytometry | Guanine nucleotide-binding protein G(o) subunit alpha (Homo sapiens), P09471 | AID 1439, 2008 | actives lie on both sides | binding response (% of control), % at 10 µM | 0.35% of 220,000 active; in the data active = binding response below about 49% or above about 150%; inconclusive = no clear call, values can overlap the other calls; inactive = in between;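 also: fluorescent Galphao held in activated GDP-AlF4 state binding bead-coupled RGS7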
# * = called active by the depositor; ? = inconclusive; [ ] = another dose, or the depositor's remark. Rule as the data show it, unless noted: active = inhibition above about 40%. Compounds were not picked by outcome. About 1.8% of those tested had a hit in this group.
SMILES,Bim-Bcl-W,GSH fluor,RGS4-Gao reg,Mcl1 Bid PPI,Bcl-2 Bim block,Mcl-1 Bim block,RGS8-Gao reg,Bim-Bcl-XL,Bim-Bfl-1,Bcl-B Bim block,RGS7-Gao reg
CCc1ccccc1NC(=O)CSc1nnc([C@@H]2CCCN2C(=O)OC(C)(C)C)o1,0,22,101,-19,0,-3,101,-2,0,1,101
CCOC(=O)Cc1csc(NC(=O)COc2ccccc2OC)n1,0,4,105,-3,-1,0,101,-4,-8,-5,102
Nc1nc(-c2cccnc2)nn1C(=O)Cc1ccccc1,1,20,105,-9,-9,-2,105,-13,-12,-7,102
Cc1cccc(N2CCN(Cc3nc(-c4cccc(Oc5ccccc5)c4)oc3C)CC2)n1,-4,13,103,-24,-5,-3,101,-3,-5,-3,104
N/C(=N\OC(=O)COc1ccc([N+](=O)[O-])cc1)c1ccc(Br)cc1,-3,10,91,1,0,-2,96,-2,-5,-2,90
C/C(=N/NC(=O)c1ccc2c(c1)OCO2)c1ccc(Br)s1,-5,9,103,-6,-3,0,104,0,-6,-5,101
CCOC(=O)C1CCN(c2nnc(N3CCCC3=O)s2)CC1,-1,40,103,-28,-6,-2,103,-6,-4,-2,100
C=CCn1c(SCC(=O)c2c(N)n(C)c(=O)n(C)c2=O)nc2sc(C)c(C)c2c1=O,0,18,101,0,-1,0,103,0,1,-1,100
CCOC(=O)c1c(/N=C/N(C)C)sc(C)c1C,6,12,98,-42,10,5,99,4,7,1,?
O=C(CSCc1ccccc1Cl)NN=C1CCCCCC1,1,26,99,15,1,2,99,0,-4,0,102
O=C1CC(N2CCC(c3nc4ccccc4[nH]3)CC2)C(=O)N1c1cccc(F)c1 (stereo not drawn),-5,21,126,-49,1,-7,120,-5,2,0,116
CCOc1ccccc1NS(=O)(=O)c1ccc2c(c1)n(C)c(=O)c(=O)n2C,-4,23,103,-6,-4,-6,101,-6,-5,-8,102
Cc1cc(=O)n2c(n1)OC(CO)C2 (stereo not drawn),-3,20,105,4,-1,-2,102,-1,0,0,97
CCOC(=O)/C=C1\SCC(=O)N1CC(=O)Nc1ccc(OC)c(OC)c1,-1,38,98,-22,-5,-1,96,0,-7,-13,95
CCCOc1ccc(C(=O)Nc2ccc(N(C)C)cc2)cc1,7,25,105,-27,0,4,102,-2,-1,-6,106
COc1ccc(CCNC(=O)c2ccc3c(SCC(=O)O)c4c(nc3c2)CCCC4)cc1OC,3,11,102,-13,3,2,100,-1,-1,1,98
Cn1cnnc1SCC(=O)N1CCC(Cc2ccccc2)CC1,-4,5,97,-36,0,0,98,-3,0,0,98
O=C(O)CC(Cc1ccc(Cl)cc1)C(=O)NCc1ccccc1 (stereo not drawn),1,17,103,5,-3,-2,102,-3,-4,5,102
CC(=O)N1SC(N)=NC1c1ccccc1 (stereo not drawn),-2,14,104,16,-3,0,106,-6,-4,-3,100
Cc1cc(C(=O)N/N=C/c2ccc(O)c([N+](=O)[O-])c2)c(C)n1-c1ccc(F)cc1,5,6,97,-82,13,3,101,9,11,10,90
Cc1nnc(SCC(=O)Nc2ccc(S(=O)(=O)N3CCCCC3)cc2)s1,0,23,103,-38,0,-1,98,0,0,0,101
CC(C)C(=O)NC(=S)Nc1ccc(S(=O)(=O)N2CCN(C)CC2)cc1,-1,3,99,-35,-4,-6,98,-4,-4,-6,99
O=C(NC1CC1)c1ccc2c(c1)NC(=O)c1ccccc1S2,-2,19,113,-30,-12,0,99,-4,-10,-8,191*[activator]
CCC(CC)n1[nH]c(=O)cc1N,-2,16,102,-10,-7,-7,101,-9,-12,-12,98
COc1ccc(-c2cc(C(F)(F)F)nc(S(=O)(=O)CCCC(=O)Nc3cccc(O)c3)n2)cc1OC,3,12,99,-11,-4,0,99,2,-1,0,105
Cc1ccc(C(=O)OCC(=O)NCc2ccc3c(c2)OCO3)s1,0,31,105,-2,-1,0,107,-1,2,0,105
Cc1nc(CSc2nnc(C)s2)cs1,-7,20,101,-11,-3,-5,100,-3,-2,-12,95
CC1CCCC(NC(=O)COC(=O)c2ccccc2[N+](=O)[O-])C1C (stereo not drawn),3,15,91,12,7,5,96,7,7,9,?
CCCc1cc2c(OC(=O)CC)c(-c3ccc(C(=O)OCC)o3)c(=O)oc2cc1OC,0,17,104,-27,-3,0,106,-7,-15,-5,106
O=C(Nc1ccccc1Cc1ccccc1)C1CC(=O)N(c2ccc3c(c2)OCCO3)C1 (stereo not drawn),3,5,83,-1,0,3,89,-4,-4,-2,87
Cc1ccc(C(=O)N2CC(=O)Nc3ccc(F)cc3C2c2ccc(F)cc2)cc1[N+](=O)[O-] (stereo not drawn),-5,10,100,53*,-5,-4,100,-11,-9,-9,99
COC(=O)CNC(=O)C(CCSC)NC(C)=O (stereo not drawn),-2,23,100,-11,-4,0,100,0,-5,-6,103
O=C(NCCc1ccccc1)Nc1ccc2c(c1)OCO2,-2,14,100,-40,-1,0,101,0,-3,0,?
COc1ccc(/C=C/C2=NN(Cc3ccccc3)C(=O)CC2)cc1,2,14,104,-18,-5,0,100,1,-6,0,101
COc1cccc(C2SCC(=O)N2c2ccc(Cl)cc2)c1OC (stereo not drawn),-2,5,98,-10,2,0,98,-5,1,-5,97
Cc1ccc(NC(=S)NC(=O)/C=C/c2ccco2)c(O)c1,-1,16,84,-52,0,-5,87,-3,3,-1,?
COC(=O)C1CCN(C(=O)/C=C/c2ccccc2)CC1,-5,11,102,-7,0,-3,103,-7,-3,-2,99
O=C(Nc1nc(-c2ccccc2)ns1)c1cccs1,0,20,99,-2,1,1,101,-3,0,0,101
FC(F)(F)c1ccc(N2CCOCC2)c(NC2=NCCCCC2)c1,-4,17,104,15,-2,-2,102,-3,-1,-3,100
CC(C)(C)c1ccc(C(=O)N/C(=C\c2ccco2)C(=O)O)cc1,-2,20,102,-52,-1,-3,102,-6,-5,0,98
CCC(C)(C)NC(=O)C(c1ccc(OC)cc1)N(Cc1ccco1)C(=O)CCC(=O)Nc1cc(C)on1 (stereo not drawn),-6,15,92,-13,-3,-6,97,-7,-3,-8,93
Cc1nc2ccc(S(=O)(=O)NCC(=O)N3CCC(C)CC3)cc2s1,-1,15,103,0,-10,-4,103,-7,-13,-12,102
COc1ccc2nc(NC(=O)CSc3ccccc3)sc2c1,-1,37,105,-1,-7,-2,100,-1,-13,-7,104
COn1c(-c2ccc(Cl)cc2)nc2ccc(Cl)cc21,-3,27,103,3,-4,-2,101,-3,0,-4,99
CN(C)c1cccc(N=C2C=C(N3CCOCC3)CC(C)(C)C2)c1,3,23,98,-27,-4,2,99,-1,-6,2,100
COC(=O)c1nnn(-c2nonc2N)c1CSc1nnc(C)s1,1,9,101,-11,-1,0,103,-1,-5,-2,107
CC(C)C(=O)N1CCN(c2ccc(NC(=O)c3ccc([N+](=O)[O-])o3)cc2)CC1,2,25,103,-64,-1,3,103,1,-4,0,103
COc1ccc(C(=O)NCCC2=CCCCC2)cc1[N+](=O)[O-],-2,16,102,-35,-5,-2,104,-1,-4,0,?
CCOC(=O)c1ccc(N=C2S/C(=C\c3cc(C)n(-c4cccnc4)c3C)C(=O)N2C)cc1,10,7,100,-89,1,5,102,0,0,0,96
Cc1ccc(C(=O)/C=C/c2ccccc2)o1,1,17,100,-6,1,-1,102,0,0,1,101
O=C(CSc1ccsc1[N+](=O)[O-])NCc1ccccc1,-4,13,102,-12,-3,-3,102,-5,-4,-8,101
ClCC1NCC(c2ccccc2Cl)c2c1[nH]c1ccccc21 (stereo not drawn),0,14,106,4,-1,-1,102,0,-4,-3,105
COc1ccc(Cl)cc1NC(=O)CN1CCCC1,-4,11,104,2,-6,-2,106,-2,-10,-4,103
COC(=O)c1cc(OC)c(OC)cc1NC(=O)C1CCC(=O)N1S(=O)(=O)c1ccc(C)cc1 (stereo not drawn),-3,33,100,4,-6,0,101,-11,-9,-8,97
Cc1ccc(Nc2ncnc3c2cnn3C)cc1,-1,9,99,-31,-5,-2,104,-7,-5,-5,94
O=C(COCc1nc2ccccc2c(=O)[nH]1)NC1CCCC1,0,46,95,-34,-4,0,102,2,-5,-6,95
COc1ccc(C2Nc3ccccc3C(=O)N2Cc2ccccc2)cc1COc1ccccn1 (stereo not drawn),-5,19,100,-10,-3,5,103,1,0,1,101
Cc1cc(C)n(Cc2cc(C(=O)O)c3ccccc3n2)n1,0,9,104,1,1,-1,102,-2,-4,-2,105
S=c1[nH]cnc2scc(-c3ccccc3)c12,-5,8,102,-116,0,-15,93,-10,1,-3,100
CN(CC(=O)Nc1ccccc1Sc1ccccc1)Cc1nc2ccccc2c(=O)[nH]1,-2,20,105,-7,0,-2,103,0,0,-4,107
# New compounds follow
SMILES,Bim-Bcl-W,GSH fluor,RGS4-Gao reg,Mcl1 Bid PPI,Bcl-2 Bim block,Mcl-1 Bim block,RGS8-Gao reg,Bim-Bcl-XL,Bim-Bfl-1,Bcl-B Bim block,RGS7-Gao reg
CCOc1cc(CNC2CCCC2)c(Cl)cc1OCC(=O)Nc1ccccc1,-1,18,106,6,1,-5,104,-1,3,0,?
CC1(C)C(=O)OC(c2cc(Br)ccc2O)C(C)(C)C1=O (stereo not drawn),-6,12,101,-24,-6,-1,102,-9,-10,-8,101
COC(=O)/C(NC(C)=O)=C(\C)c1ccc(Cl)cc1,-3,15,99,-6,0,0,106,-7,0,-5,102
COc1cccc(OC)c1C(=O)NNC(=O)c1ccccc1-n1cccc1,-3,14,103,-14,-5,-6,103,-6,-4,-4,108
CC1(C)CC(=O)C2=C(C1)OC(N)=C(C#N)C21C(=O)N(Cc2ccccc2Cl)c2ccccc21 (stereo not drawn),7,45,98,-21,0,0,99,15,0,2,101
COc1cc(/C=C/C(=O)O)cc(S(=O)(=O)N(C)CCO)c1OC,0,24,100,-15,-2,0,100,-5,2,0,101
Fc1cnc(N2CCc3ccccc32)nc1N1CCc2ccccc21,4,42,94,10,-9,1,101,-1,-8,-8,102

# Entries shown so far with bromine:
SMILES,Bim-Bcl-W,GSH fluor,RGS4-Gao reg,Mcl1 Bid PPI,Bcl-2 Bim block,Mcl-1 Bim block,RGS8-Gao reg,Bim-Bcl-XL,Bim-Bfl-1,Bcl-B Bim block,RGS7-Gao reg
N/C(=N\OC(=O)COc1ccc([N+](=O)[O-])cc1)c1ccc(Br)cc1,-3,10,91,1,0,-2,96,-2,-5,-2,90
C/C(=N/NC(=O)c1ccc2c(c1)OCO2)c1ccc(Br)s1,-5,9,103,-6,-3,0,104,0,-6,-5,101
CC1(C)C(=O)OC(c2cc(Br)ccc2O)C(C)(C)C1=O (stereo not drawn),-6,12,101,-24,-6,-1,102,-9,-10,-8,101
